TMEM16A inh = inhibitors of mouse TMEM16A calcium-activated chloride channel. Q8BHY3. HEK293 TMEM16A/YFP iodide influx fluorescence, ionomycin. normalized B-score (activity score, 25-100; higher = stronger inhibition) at 10 µM. 310,000 compounds, 1.2% hits;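 active = ratio plate-corrected score three or more library SD toward inhibition, starting fluorescence score within five deviations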;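 note: score derived from kinetic fluorescence span divided by baseline fluorescence per well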
TRPC4 PAM = allosterically enhances the mouse TRPC4 cation channel; HEK293 TRPC4beta/mu-opioid, DAMGO EC20, Fluo-4 Ca2+ flux; active compounds read high; 310,000 compounds, 0.42% hits; B-score at 10 µM; Q9QUQ5;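 active = B-score of calcium response area above 5 SD of library B-scores, with initial fluorescence ratio within 5 SD of library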;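 note: B-score of integrated fluorescence ratio over time as area under calcium response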
TRPC6 act = activators of mouse TRPC6 channel; Q61143; HEK293-TRPC6 membrane potential dye fluorescence; active compounds read high; B-score at 10 µM; 310,000 compounds, 0.13% hits; AID 2550;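 active = B-score of the integrated fluorescence ratio above library mean plus 3 SD, and starting fluorescence ratio within library mean plus 5 SD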;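 note: higher score means more depolarization so channel activation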
TRPC6 inhibitor = inhibitors of mouse TRPC6 channel. 310,000 compounds, 1.1% hits. AID 2553. B-score at 10 µM. HEK293-TRPC6, membrane potential dye, ACh-evoked depolarization; active compounds read low. Q61143;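 active = B-score under library mean minus 3 SD, initial fluorescence not abnormally high, positive integrated signal ratio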;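 note: B-score derived from integrated fluorescence ratio over the kinetic read; more negative B-score means stronger inhibition of depolarization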
TMEM16A act = mouse TMEM16A channel activation, primary screen; Q8BHY3; HEK293 TMEM16A/YFP-H148Q/I152L, iodide quench fluorescence; active compounds read low; B-score at 10 µM; 340,000 compounds, 0.3% hits; AID 623877;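 active = fluorescence-ratio B-score plate-corrected deviation score at least 3 library SD below zero, with starting fluorescence score within 5 deviations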;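 note: channel opened by trigger with iodide after compound preincubation; score built on the fluorescence ratio of max minus min over baseline; more negative score means more quench and so TMEM16A activation or potentiation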
TRPC4 block = inhibitors of mouse TRPC4 channel | HEK293 TRPC4beta/mu-opioid, DAMGO-evoked Fluo4 calcium flux; active compounds read low | Q9QUQ5 | 300,000 compounds, 0.39% hits | AID 2247 | B-score at 10 µM;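 active = B-score over 3 SD under the library average, no early fluorescence shift, positive overall ratio signal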
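System: stable TRPC4beta/mu-opioid receptor HEK293 cells; Dosing: single-point compound dosing; Measured by: Fluo4 Ca2+ flux fluorescence; Read-out basis: per-well B score of integrated baseline-normalized Fluo4 ratio.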
MrgX1 agonist = human MrgX1 receptor agonism, primary screen; B-score at 10 µM; 310,000 compounds, 0.44% hits; MrgX1-HEK293 cells, Fluo-4 calcium fluorescence, agonist mode; active compounds read high;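 active = calcium response B-score plate-corrected fluorescence ratio at least 3 library SD, with starting fluorescence B-score inside 5 SD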
Target sequence (Q96LB2 whole entry, looked up): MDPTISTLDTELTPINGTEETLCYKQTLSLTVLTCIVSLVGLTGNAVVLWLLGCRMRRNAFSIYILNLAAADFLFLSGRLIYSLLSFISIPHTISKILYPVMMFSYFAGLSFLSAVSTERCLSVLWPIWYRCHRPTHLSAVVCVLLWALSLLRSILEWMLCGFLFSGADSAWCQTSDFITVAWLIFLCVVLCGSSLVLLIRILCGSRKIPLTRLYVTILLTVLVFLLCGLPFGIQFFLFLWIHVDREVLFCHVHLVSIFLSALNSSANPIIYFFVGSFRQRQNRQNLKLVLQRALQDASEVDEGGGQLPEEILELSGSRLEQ
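Test system: HEK293 cells stably expressing human MrgX1 receptor; Input: fifteen thousand cells per well; Dosing: compound delivered in addition one of three; Schedule: overnight seeding, then 1 h dark dye loading; Technique: Fluo-4 NW calcium fluorescence; Measure: B-scored fluorescence response ratio; Controls: positive and negative controls per plate.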
MrgX1 PAM = allosterically activates human MrgX1 receptor signaling; MrgX1-HEK293, Fluo-4 calcium flux, FDSS; active compounds read high; B-score at 10 µM; 310,000 compounds, 0.63% hits;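 active = plate-corrected calcium response at least 3 library SD above typical, normal starting fluorescence, not activating the receptor alone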;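 note: compound read alongside a low EC10 to EC30 dose of BAM8-22 agonist; peak minus trough fluorescence over baseline measured at the second addition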
MrgX1 antag = antagonists of human MrgX1 receptor | MRGX1-HEK293 calcium flux, Fluo-4, BAM8-22 antagonism; active compounds read low | B-score at 10 µM | 310,000 compounds, 1.3% hits | AID 588676;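 active = calcium-response B-score plate-corrected more than 3 library SD below zero, starting fluorescence within 5 deviations, no agonist response on first addition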;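 note: peak minus trough fluorescence over baseline after final BAM8-22 challenge near maximal dose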
TRPC4 agonist = TRPC4 (mouse) channel activation. HEK293 TRPC4beta/mu-opioid, Fluo4 calcium fluorescence; active compounds read high. Q9QUQ5. 310,000 compounds, 0.49% hits. B-score at 10 µM;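 active = B-score above 5 SD of library B-scores, and initial fluorescence ratio not above library mean plus 5 SD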;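 note: positive B-score marks a calcium rise read as TRPC4 activation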
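Material: HEK293 stable line with TRPC4beta plus mu-opioid receptor; technique: Fluo4 calcium-sensitive dye fluorescence, kinetic, 1 Hz baseline; timing: Fluo4 dye loading 45 min at room temperature, 110 s recording; controls: assay buffer as low control, maximal DAMGO as high control; read-out: integrated baseline-normalised fluorescence ratio, converted to per-well B score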
RGS4 block = human RGS4 inhibition; P49798; HEK293 M3R/RGS4 inducible, Fluo-4 calcium flux; active compounds read high; triggered by carbachol at its EC20; B-score at 10 µM; 310,000 compounds, 0.45% hits;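 active = B-score, a plate-corrected calcium signal, over three deviations above library mean, with baseline fluorescence within five deviations of library mean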;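 note: RGS4 expression induced by doxycycline in cells with stable M3 receptor; B-score is computed from the integrated fluorescence ratio over baseline after carbachol; higher B-score means a larger calcium signal and so more RGS4 inhibition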
Target sequence (P49798 whole entry, looked up): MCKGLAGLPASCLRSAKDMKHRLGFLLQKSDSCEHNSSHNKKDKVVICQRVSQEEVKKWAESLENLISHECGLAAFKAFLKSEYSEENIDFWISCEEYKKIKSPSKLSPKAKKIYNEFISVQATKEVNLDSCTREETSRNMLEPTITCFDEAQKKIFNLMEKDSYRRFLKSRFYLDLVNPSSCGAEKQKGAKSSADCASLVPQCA
Starred values were filed as active, the others as inactive; i = inactive; . = no result given.

SMILES	TMEM16A inh	TRPC4 PAM	TRPC6 act	TRPC6 inhibitor	TMEM16A act	TRPC4 block	MrgX1 agonist	MrgX1 PAM	MrgX1 antag	TRPC4 agonist	RGS4 block
CCN(CC)CCN(C(=O)c1cc(Cl)sc1Cl)c1nc2cc3c(cc2s1)OCO3	i	i	i	i	i	i	i	i	i	i	i
C=CCNC(=O)/C(C#N)=C\c1cc(Cl)c(O)c(OCC)c1	i	i	i	i	i	i	i	i	i	i	i
CN(CCOc1ccccc1)CC(=O)Nc1ccc(Cl)cc1[N+](=O)[O-]	i	i	i	i	i	i	i	13*	i	i	i
CCN(Cc1ccccc1)C(=O)COC(=O)c1n[nH]c2ccccc12	i	.	.	.	i	.	i	i	i	.	.
Fc1ccc(NC(=S)NCCc2ccccc2)c(F)c1F	i	i	i	i	i	i	i	i	i	i	i
COc1ccc(NS(=O)(=O)c2ccc(NC(=O)C3CCCO3)cc2)cc1 (stereo not given)	i	i	i	i	i	i	i	i	i	i	i
COc1ccc(C(C)NC(=O)C2CCCO2)cc1OC (stereo not given)	i	i	i	i	i	i	i	i	i	i	i
Cn1c(=O)[nH]c(=O)c2c1nc(Br)n2Cc1ccccc1F	i	i	i	i	i	i	i	i	i	i	i
Cc1ccc(Nc2ncnc3sc(C)c(C)c23)cc1C	i	i	i	i	i	i	i	i	i	i	i
Cc1c(CCOC(=O)CC23CC4CC(CC(C4)C2)C3)sc[n+]1CC(=O)c1ccccc1	i	i	i	i	i	-5*	i	i	i	i	i
CC1(C(=O)O)CCC(C(=O)Nc2ccc(OC(F)(F)Cl)cc2)C1(C)C (stereo not given)	i	i	i	i	i	i	i	i	i	i	i
Cc1c(Cc2ccccc2)c(=O)oc2cc(OC(=O)c3ccccc3)ccc12	i	i	i	i	i	i	i	i	i	i	i
COCCn1c(C)cc(C(=O)COC(=O)c2ccc(NC(=O)CC#N)cc2)c1C	i	i	i	i	i	i	i	i	i	i	i
CCCc1nnc(NC(=S)Nc2ccccc2)s1	i	i	i	i	i	i	i	i	i	i	i
Cc1oc(-c2cccc(C(F)(F)F)c2)nc1CN1CCOCC1	i	i	i	i	i	i	i	i	i	i	i
COc1ccc(NC(=O)c2cc(=O)[nH]c(=O)[nH]2)cc1S(=O)(=O)Nc1ccccc1Cl	i	i	i	i	i	i	i	i	i	i	i
Cn1cnnc1SCC(=O)c1ccc(OC(F)F)cc1	i	i	i	i	i	i	i	i	i	i	i
COc1ccc(C2CC(c3cccs3)=NN2c2nc(-c3ccccc3)cs2)cc1OC (stereo not given)	i	i	i	i	i	i	i	i	i	i	i
CCC(=O)N1c2ccc(S(=O)(=O)N3CCN(c4cc(C)ccc4C)CC3)cc2CC1C (stereo not given)	i	i	i	i	i	i	i	i	i	i	i
CSC1=NCCN1C(=O)c1ccc2c(c1)OCO2	i	i	i	i	.	i	i	i	i	i	i
Cn1cc([N+](=O)[O-])c(C(=O)NCc2cc3cc(Cl)ccc3[nH]2)n1	i	i	i	i	i	i	i	i	i	i	i
Fc1ccc(C(c2nnnn2Cc2cccs2)N2CCN(c3ccccc3)CC2)cc1 (stereo not given)	i	i	i	i	i	i	i	i	i	i	i
C/C(N)=C(/C#N)C(=O)CSc1nnc(Nc2cccc(C)c2)s1	i	i	i	i	i	i	i	i	i	i	i
C=CCn1c(Cc2cccs2)nnc1SCC(=O)c1cccc(Br)c1	i	i	i	i	i	i	i	i	i	i	i
CCCCNC(=S)N(CCN(CC)CC)Cc1cc2cc3c(cc2[nH]c1=O)OCCO3	i	i	i	i	i	i	i	i	i	i	i
COc1ccc(C)cc1NC(=O)C(OC(=O)c1ccc([N+](=O)[O-])o1)c1ccccc1 (stereo not given)	i	i	i	i	i	i	i	i	i	i	i
COC(=O)c1cnn(-c2ccc(C)c(C)c2)c1-n1cccc1	i	i	i	i	i	i	i	i	i	i	i
CC(=O)N1CN(C2CCCC2)Cc2c1sc1c2CCCC1	i	i	i	i	i	i	i	i	i	i	i
COc1ccc(C(=O)NCc2ccc3[nH]c(C)cc3c2)cc1OC	i	i	i	i	i	i	i	i	i	i	i
O=C(Nc1ccn(Cc2c(F)c(F)cc(F)c2F)n1)c1ccc(COc2cc(Cl)ccc2Cl)o1	i	i	i	i	i	i	i	i	i	i	i
C#CCOCCOCCOCCNc1nc(N2CCN(C(=O)[C@H](CCCCN)n3cc([C@@H](N)C(C)CC)nn3)CC2)nc(N2CCN(C(=O)[C@H](Cc3cc4ccccc4[nH]3)n3cc([C@@H](N)CC(C)C)nn3)CC2)n1 (stereo not given in full)	i	i	i	i	-18*	i	i	i	i	i	i
Cc1cccc(OCC(=O)NS(=O)(=O)c2ccc(Br)cc2)c1	i	i	i	i	i	i	i	i	i	i	i
Cn1nc(-c2ccc(Cl)cc2)c2cc(C(=O)NCCN3CCOCC3)sc21	i	i	i	i	i	i	i	i	i	i	i
Cc1ccc(-n2c(C)nn(-c3ncc(C(F)(F)F)cc3Cl)c2=O)cc1	i	i	i	i	i	i	i	i	i	i	i
CCc1c(O)nc(SCC(=O)NCc2ccco2)[nH]c1=O	i	i	i	i	i	i	i	i	i	i	i
COC(=O)[C@H](CCSC)NC(=O)NCCc1ccc(F)cc1	i	i	i	i	i	i	i	i	i	i	i
Cc1cc(C)n(C(=O)CNC(=O)c2ccc(C(C)(C)C)cc2)n1	i	i	i	i	i	i	i	i	i	i	i
O=C(Nc1ccccc1F)c1cc(-c2ccco2)nc2ccccc12	i	i	i	i	i	i	i	i	i	i	i
Cc1ccsc1CN(C)C(=O)C1CCC(=O)N(CCc2cccc(F)c2)C1 (stereo not given)	i	i	i	i	i	i	i	i	i	i	i
O=c1oc(-c2ccc(Br)o2)nc2ccccc12	i	i	i	i	i	i	i	i	i	i	i
CCOc1cc(C(C(=O)NCC2CCCO2)N(C(=O)Cn2nnc3ccccc32)c2ccc(C(C)=O)cc2)ccc1O (stereo not given)	i	i	i	i	i	i	i	i	i	i	i
COc1ccc(C2(C(=O)Nc3ccccc3)CCOCC2)cc1	i	i	i	i	i	i	i	i	i	i	i
COc1cc(SC)ccc1C(=O)N1CCN(c2ccccc2OC)CC1	i	i	i	i	i	i	i	i	i	i	i
O=C(NCCc1ccco1)C(=O)NCC1CCCN1S(=O)(=O)c1ccccc1 (stereo not given)	i	i	i	i	i	i	i	i	-5.1*	i	i
COc1cc(NC(=O)C2CC2)c(C(=O)O)cc1OC	i	i	i	i	i	i	i	i	i	i	i
Cc1ccnc(NC(=O)Nc2cccc(F)c2)c1	i	i	i	i	i	i	i	i	i	i	i
Cc1ccc(S(=O)(=O)NCCSc2nnnn2-c2ccc(C(N)=O)cc2)cc1	i	i	i	i	i	i	i	i	i	i	i
CC(C)(C)c1ccc(NC(=O)N2CCCN(c3c(Cl)cncc3Cl)CC2)cc1	i	i	i	i	i	i	i	i	i	i	i
Cc1cc(N(CCO)CCO)ccc1N=Nc1cc(F)ccc1F	i	i	i	-7*	i	i	i	i	i	i	7.3*
CC(C)(C)NC(=O)COc1ccc(CNCCc2ccccc2)cc1	i	i	i	i	i	i	i	i	i	i	i
O=C(N/N=C/c1ccc(F)cc1)c1ccc(OCc2ccccc2)cc1	i	i	i	i	i	i	i	i	i	i	i
Cc1cccc(-n2nc3c(c2NC(=O)c2cc4ccccc4o2)CS(=O)(=O)C3)c1	i	i	i	i	i	i	i	i	i	i	i
N#CCCn1cnc2c(=S)nc[nH]c21	i	i	i	i	i	i	i	i	i	i	i
Cc1noc(C)c1C(=O)Nc1ccccc1-c1ccccc1	i	i	i	i	i	i	i	i	i	i	i
Cc1c(C(=O)N2CCCCC2)c(S(=O)(=O)NCCc2ccc(Cl)cc2)c(C)n1C	i	i	i	i	i	i	i	i	i	i	i
N/C(=N\OC(=O)Oc1ccccc1)c1cccc([N+](=O)[O-])c1	i	i	i	i	i	i	i	i	i	i	i
CCSc1cc(N2CCOCC2)nc(-c2ccccc2)n1	i	i	i	i	i	i	i	i	i	i	i
COc1ccccc1NS(=O)(=O)c1cc(NC(=S)NCC2CCCO2)ccc1C (stereo not given)	i	i	i	i	i	i	i	i	i	i	i
Cn1ncc2c(Nc3ccc(Cl)c(Cl)c3)ncnc21	i	i	i	i	i	i	i	i	i	i	i
CC/C(C)=N/Nc1nc(-c2cc3cccc(OC)c3oc2=O)cs1	i	i	i	i	i	i	i	i	i	i	i
Other records follow.
SMILES	TMEM16A inh	TRPC4 PAM	TRPC6 act	TRPC6 inhibitor	TMEM16A act	TRPC4 block	MrgX1 agonist	MrgX1 PAM	MrgX1 antag	TRPC4 agonist	RGS4 block
CCCNC(=O)COc1coc(CN2CCN(Cc3ccccc3)CC2)cc1=O	i	i	i	i	i	i	i	i	i	i	i
Cc1cc(C)cc(-n2nnc(C(=O)NCc3ccccc3)c2N)c1	i	i	i	i	i	i	i	i	i	i	i
O=C(c1cc(-c2ccccc2Cl)nc2ccccc12)N1CCOCC1	i	i	i	i	i	i	i	i	i	i	i
N#C/C(=C\c1ccc(N2CCOCC2)o1)C(=O)N1CCOCC1	i	i	i	i	i	i	i	i	i	i	i
Cc1ccsc1C(=O)N1CCN(S(=O)(=O)c2cccs2)CC1	i	i	i	i	i	i	i	i	i	i	i
CC(C)C[C@H](NC(=O)[C@H](Cc1ccccc1)n1c(=O)[nH]c2ccccc2c1=O)C(=O)N1CCC[C@H]1C(=O)O	i	i	i	i	i	i	i	i	i	i	i
CCOC(=O)c1sc(NC(=O)c2cc3n(n2)C(C(F)(F)F)CC(c2cccs2)N3)c(C(=O)OCC)c1C (stereo not given)	i	i	i	i	i	i	i	i	i	i	i
CCCN(C(=O)COC(=O)CCOc1ccc(C)cc1)c1c(N)n(Cc2ccccc2)c(=O)[nH]c1=O	i	i	i	i	i	i	i	i	i	i	i

Screening data: PubChem, Johns Hopkins Ion Channel Center
